High-throughput results deposited in PubChem by The Scripps Research Institute Molecular Screening Center.
HTRA1 inh = HTRA1 serine protease inhibitors, primary screen, biochemical, fluorescence polarization, HTS. 0.5% of 340,000 active. AID 504803, 2011. inhibition, % at 5.96 µM. recombinant HTRA1, FP-rhodamine activity-based probe. Q92743; in the data active = inhibition above about 36%;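 note: 0% = enzyme with DMSO and 100% = wells lacking enzyme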
Tn7 DDE FP = inhibitors of Tn7 peptide binding to fibrin DD(E), primary screen, biochemical, fluorescence polarization, human fibrin, Tn7 probe | Fibrinogen beta chain (Homo sapiens), P02675 | FP displacement of FITC-Tn7 peptide from fibrin DD(E); 0% = median of compound wells per plate | inhibition, % at 8.3 µM | 0.13% of 370,000 active;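 active = inhibition above the mean of compounds falling within the control limits plus 3 SD of them, cut at about 14% in these data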;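 note: 0% = plate median of compound wells and 100% = 10 µM Aha-Tn7 peptide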
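system = human fibrin DD(E) protein | quantity = DD(E) 2 µM final | medium = Tris/NaCl/CaCl2 buffer, pH 7.8 | also added = labelled Tn7 tracer, 0.1 µM | compound dosing = single point at 8.3 µM | timing = compound with protein 10 min, then 3 h after probe, room temperature | signal = FP measurement | benchmarks = Aha-Tn7 high control | repeats = one replicate per compound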
PG9 binder = binders of HIV-1 gp120 antibody PG9, primary screen, biochemical, TR-FRET; HIV-1 gp120 / PG9 antibody interaction; TR-FRET gp120-PG9 antibody binding; inhibition, % at 6.7 µM; 0.43% of 360,000 active; in the data active = inhibition above about 8.5%
UHRF1 MBD2 ctr = UHRF1 methylated DNA binding inhibitors, primary screen, counter-screen for MBD2 inhibitor project, biochemical, TR-FRET, human UHRF1, single concentration | E3 ubiquitin-protein ligase UHRF1 (Homo sapiens), Q96T88 | inhibition, % at 4.4 µM | UHRF1 binding to methylated oligo | 0.75% of 370,000 active; in the data active = inhibition above about 21%;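 note: UHRF1 SRA domain binding a hemimethylated CpG hairpin DNA probe; 0% = median of test compound wells and 100% = reference inhibitor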
ABHD4 inh = ABHD4 inhibitors, primary screen, biochemical, fluorescence polarization, mouse | (Lyso)-N-acylphosphatidylethanolamine lipase (Mus musculus), Q8VD66 | purified mABHD4, FP-Rh probe fluorescence polarization | inhibition, % at 8.92 µM | 0.54% of 370,000 active | AID 720543, 2013;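 active = inhibition exceeding the mean over every tested compound plus 3 SD, cut at about 30% in these data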;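 note: 0% = plate median of compound wells and 100% = S159A mutant with DMSO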
Target sequence (Q8VD66 whole entry, looked up): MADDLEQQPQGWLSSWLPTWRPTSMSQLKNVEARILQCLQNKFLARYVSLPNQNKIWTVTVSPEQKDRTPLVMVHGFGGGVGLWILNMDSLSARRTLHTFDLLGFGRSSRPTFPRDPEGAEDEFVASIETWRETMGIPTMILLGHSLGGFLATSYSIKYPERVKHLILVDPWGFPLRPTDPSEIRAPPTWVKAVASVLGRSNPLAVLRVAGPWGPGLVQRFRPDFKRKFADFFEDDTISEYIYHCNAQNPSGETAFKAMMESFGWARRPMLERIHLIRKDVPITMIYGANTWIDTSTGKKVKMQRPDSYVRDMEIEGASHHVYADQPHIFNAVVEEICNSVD
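Material: mouse ABHD4 enzyme, wild type; Benchmarks: S159A mutant high control, sample median low control; Buffer or medium: HEPES pH 7.0, NaCl, Pluronic buffer; Signal: fluorescence polarization; Read-out: percent inhibition of probe binding, normalized to plate controls; Timing: pre-incubation 45 min, probe exposure 60 min, at 25 °C; Dosing: 8.92 µM, single dose.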
TDP2 absorb = human TDP2 enzyme inhibitors, primary screen, biochemical, epi absorbance, recombinant enzyme; inhibition, % at 12.8 µM; T5PNP hydrolysis, p-nitrophenol absorbance 415 nm; 0.34% of 370,000 active; Tyrosyl-DNA phosphodiesterase 2 (Homo sapiens), O95551;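 active = inhibition above the mean of all tested compounds plus 3 SD, set per campaign, cut at about 25% in these data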;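 note: 0% = DMSO with enzyme and 100% = buffer with substrate but no TDP2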
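Read-out basis: percent inhibition. System: recombinant human TDP2. Buffer or medium: Mg2+-containing Tris-HCl buffer, pH 7.5. Repeats: single replicate. Timing: reaction 2 h, 37 °C. Benchmarks: high control without enzyme, low control DMSO plus TDP2. Probe or stimulus: 5 mM T5PNP. Doses: 12.8 µM only. Measured by: epi absorbance of p-nitrophenol freed from T5PNP by hydrolysis.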
PRMT1 FP inh = PRMT1 methyltransferase inhibitors, primary screen, biochemical, fluorescence polarization; 1.3% of 370,000 active; AID 652257, 2013; inhibition, % at 2.79 µM; recombinant PRMT1, activity-based probe fluorescence polarization;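 active = inhibition above about 21% made by adding two undisclosed values, limit read from the data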
LEDGF integ inh = blockers of LEDGF/p75-dependent integrase strand transfer – biochemical, TR-FRET, high throughput, primary screen. AID 743269, 2014. 0.64% of 370,000 active. TR-FRET IN-LEDGF/p75 DNA integration, Eu/Cy5. inhibition, % at 3.7 µM;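 active = inhibition above the screen-wide mean plus 3 SD, cut at about 13% in these data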;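 note: signal is the Cy5 over europium emission ratio at 671 and 618 nm; 0% = plate median of compound wells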
SIAE primary = human SIAE inhibitors, primary screen, biochemical, fluorescence polarization, FP-Rh probe, 1536-well HTS; Sialate O-acetylesterase (Homo sapiens), Q9HAT2; SIAE FP-Rh probe binding; inhibition, % at 9.66 µM; 0.69% of 370,000 active; AID 1053197, 2014;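 active = inhibition above a cutoff: mean of compounds within the control limits plus 3 SD of those, cut at about 17% in these data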;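 note: 0% = plate median of compound wells and 100% = probe without SIAE protein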
Target sequence (Q9HAT2 whole entry, looked up): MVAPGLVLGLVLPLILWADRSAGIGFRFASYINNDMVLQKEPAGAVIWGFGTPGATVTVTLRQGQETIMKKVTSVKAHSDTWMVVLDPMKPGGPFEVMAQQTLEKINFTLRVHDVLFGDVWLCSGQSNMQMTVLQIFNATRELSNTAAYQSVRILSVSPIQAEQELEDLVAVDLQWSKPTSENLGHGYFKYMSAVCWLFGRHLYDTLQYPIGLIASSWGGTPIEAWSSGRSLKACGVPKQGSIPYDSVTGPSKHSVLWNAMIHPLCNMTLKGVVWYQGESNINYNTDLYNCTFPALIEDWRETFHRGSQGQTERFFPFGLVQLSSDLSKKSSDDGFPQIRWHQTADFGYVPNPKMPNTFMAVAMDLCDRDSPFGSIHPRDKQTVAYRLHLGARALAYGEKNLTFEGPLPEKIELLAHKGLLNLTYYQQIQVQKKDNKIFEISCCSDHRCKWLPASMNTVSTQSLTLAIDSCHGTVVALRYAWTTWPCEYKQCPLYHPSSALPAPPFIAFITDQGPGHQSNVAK
TCR-CD3 inh = inhibitors of human TCR-CD3 interaction, primary screen, biochemical, fluorescence, TAMRA-labeled TCR probe | T-cell receptor (TCR) | 0.37% of 360,000 active | inhibition, % at 9.4 µM; in the data active = inhibition above about 19%;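 note: recombinant mutant TCR 2C K166C tagged with TAMRA read by polarization; 0% = receptor in buffer alone and 100% = receptor with positive control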
* hit, by the source's call; · = not tested or not shown. The order is random; about 4.2% have a hit in one of these screens.

SMILES | HTRA1 inh | Tn7 DDE FP | PG9 binder | UHRF1 MBD2 ctr | ABHD4 inh | TDP2 absorb | PRMT1 FP inh | LEDGF integ inh | SIAE primary | TCR-CD3 inh
C=CCC[C@H](Cc1ccc(F)cc1)C(=O)OC[C@H](Cc1c[nH]c2ccccc12)NC(=O)[C@@H](CC=C)CC(=O)NCCO | -3 | -1 | 2.3 | 3 | -30 | -17 | 2 | -2 | -3 | -3
CC(C)Oc1ccc(/C(O)=C2/C(=O)C(=O)N(CCN3CCOCC3)C2c2ccccc2)cc1 (centres undefined) | -1 | 5 | 3.9 | -1 | -2 | -2 | -1 | 4 | 9 | 1
COCC(C)N1CCC(n2nccc2NC(=O)c2ccccc2Cl)CC1 (centres undefined) | 6 | 2 | -1.8 | 3 | 6 | -4 | -2 | 2 | 0 | 0
Cc1cc2cc(CCNC(=O)c3cccc([N+](=O)[O-])c3)c(=O)[nH]c2cc1C | 2 | 7 | 0.1 | 1 | -3 | -1 | 3 | -4 | -17 | -4
Cc1ccc2nc(SCc3nnc(-c4ccccc4[N+](=O)[O-])o3)c(C#N)cc2c1 | 1 | 1 | 1.2 | 0 | -3 | 2 | -1 | 4 | 2 | 3
COc1ccccc1/C=C/C=N/n1c(-c2ccc(Cl)cc2)n[nH]c1=S | · | 0 | -0.7 | -1 | -8 | 6 | 4 | 2 | -5 | -3
CC(=O)Nc1cccc(-n2nnc(SCC(=O)Nc3ccccc3)n2)c1 | -1 | -11 | 1.0 | 2 | -4 | -15 | -2 | 3 | 0 | -14
COc1ccc(C)cc1/C=C/C(=O)N1CCN(S(=O)(=O)c2cccs2)CC1 | -9 | 0 | -3.3 | -3 | -1 | 0 | -3 | -1 | -2 | -3
CC(=O)Nc1ccc(S(=O)(=O)Nc2nc3n(n2)C(c2ccccc2)CC(=O)N3)cc1 (centres undefined) | 4 | -1 | -0.1 | 0 | 7 | 5 | 1 | -1 | 3 | 0
O=C1CC[C@@H](O)CCN1CC[C@H](Sc1ccc(Br)cc1)c1ccccc1 | -9 | 0 | -1.6 | 5 | -8 | -4 | 3 | -2 | 3 | -1
COc1ccc(/C=N/N2CCN(C3c4ccccc4-c4ccccc43)CC2)cc1OC | -3 | 9 | -1.0 | -3 | 0 | -4 | -1 | -5 | -9 | 1
N#C/C(=C\c1ccc(OCc2ccccc2)cc1)C(=O)Nc1nc2c(s1)CCN(Cc1ccccc1)C2 | -8 | 0 | 0.2 | 1 | 2 | -4 | -1 | 0 | -10 | 1
CS(=O)(=O)N1CCN(c2ccccc2NC(=O)Cc2ccccc2)CC1 | -5 | 4 | -3.1 | -1 | -6 | 10 | 1 | -3 | 3 | 2
CNC[C@H](Cc1ccccc1)NC[C@@H](Cc1cccc2ccccc12)NCCc1ccc(C)cc1 | 1 | 3 | 0.0 | 0 | 49* | 1 | 5 | 1 | 0 | 2
O=C(CSC1=Nc2ccccc2C2=NC(c3ccccc3)C(=O)N12)NC1CCCCC1 (centres undefined) | 0 | 2 | 1.5 | 3 | -3 | -5 | 7 | 2 | -3 | -7
CCOC(=O)[C@]12CCC=C1N(Cc1cccc3ccccc13)C(=O)[C@H](CC(=O)NCc1ccc(C)o1)C2 | · | 0 | 0.2 | -3 | -3 | 0 | 19 | -1 | -4 | 7
N#Cc1ccc(C(=O)OCC(=O)N2CCCCCC2)cc1 | 1 | -3 | -1.0 | 10 | 0 | -1 | 1 | 5 | 3 | 9
O=C(CN1C(=O)CCSc2ccccc21)Nc1ccccc1 | -3 | -3 | -4.0 | -2 | -1 | 7 | 0 | 0 | -5 | 0
O=C(COC(=O)COc1cccc(F)c1)NCC1CCCCC1 | 9 | 0 | 1.6 | 0 | 4 | 3 | 2 | -1 | 7 | 0
COc1ccc(NC(=O)CNC(=O)c2ccco2)cc1 | 6 | -4 | 0.7 | -3 | 2 | 6 | -1 | 2 | -2 | 2
CC(=O)Nc1cccc(C(=O)OCC(=O)NCc2cc(C)c(O)c(C)c2)c1 | 1 | 2 | 1.0 | -1 | 1 | 5 | 3 | -4 | 4 | -1
N#Cc1nc(COc2ccc(Cl)cc2)oc1N1CCN(Cc2ccccc2)CC1 | -22 | 0 | 2.2 | 3 | -19 | -26 | -4 | -1 | -7 | -6
CC(=O)c1cccc(NC(=O)CC2SC(N3CCCCC3)=NC2=O)c1 (centres undefined) | 3 | 3 | 3.3 | 4 | -6 | -8 | 7 | -1 | -2 | -7
COC(=O)[C@@]12CCCCN1[C@H](c1ccc(-c3ccc(C(C)=O)cc3)cc1)[C@@H]1C(=O)N(C)C(=O)[C@@H]12 | -9 | -1 | -1.5 | -1 | -1 | 3 | -2 | 0 | 1 | -4
COc1cccc(CN2CC(C(=O)NC3CCC(O)CC3)CCC2=O)c1 (centres undefined) | -2 | 0 | 0.5 | -1 | 6 | 2 | 1 | 0 | -2 | -5
CCN(C)C1CN(Cc2cn(Cc3ccc(C)cc3)nn2)S(=O)(=O)C1 (centres undefined) | · | 8 | -1.0 | 1 | 2 | -7 | -5 | 3 | 13 | 4
CCOc1ccc(NC(=O)CSc2nnc(CNC(=O)c3cccs3)o2)cc1 | 6 | 6 | 0.0 | 0 | -1 | -4 | 4 | -1 | -10 | 4
COc1cccc(C(c2sc3nc(C)nn3c2O)N2CCC3(CC2)OCCO3)c1 (centres undefined) | 0 | 6 | 0.6 | -1 | 1 | 0 | 1 | -1 | 0 | 10
O=S(=O)(c1ccc2c(c1)nc1n2CCC1)N1CCOCC1 | -2 | -3 | 1.8 | -1 | 0 | 6 | 1 | 1 | -1 | -3
Nc1nc(SCC(=O)N2CCOCC2)[nH]c(=O)c1-c1ccccc1 | -2 | 5 | 1.9 | 4 | -6 | 3 | 2 | -4 | -10 | 0
Cn1c(=O)c2c(ncn2Cc2ccccc2)n(C)c1=O | 2 | 2 | -0.8 | -1 | 1 | 14 | -7 | 1 | -3 | 5
Cc1sc2ncnc(N[C@@H](Cc3c[nH]c4ccccc34)C(=O)O)c2c1C | 6 | -5 | -3.3 | 3 | -7 | -7 | -2 | 4 | -4 | 2
O=C(Cc1ccc(Br)cc1)NCc1ccccc1 | 6 | -2 | 0.0 | 1 | -3 | 13 | 0 | -2 | -5 | -3
CCCS(=O)(=O)N1CCC(C(=O)NCCc2ccc(C)cc2)CC1 | 2 | 4 | 0.8 | 1 | 5 | 2 | -1 | -3 | 6 | 7
Cc1sc2ncnc(N3CCC(C(=O)N4CC(C)SC4=Nc4ccc(Cl)cc4)CC3)c2c1C (centres undefined) | 9 | -4 | -1.9 | 0 | 0 | 3 | -3 | 1 | -2 | 2
CCCn1c(SCC(=O)Nc2nc3ccccc3s2)nc2c1c(=O)n(C)c(=O)n2C | -3 | 0 | 0.5 | 0 | -6 | 12 | -1 | 3 | 1 | -8
Cc1cccc(C(=O)OCC(=O)NCCCc2ccccc2)c1 | · | 0 | -0.4 | 3 | -1 | 5 | 2 | 2 | -3 | -7
CC(C)c1cc(Cn2c3ccccc3c(=O)n2C(C)Cn2cc(C3CC3)nn2)on1 (centres undefined) | · | -2 | -1.8 | -4 | 1 | 1 | -1 | 4 | -2 | 6
Cc1cc(C(=O)N/N=C/c2ccc(-c3ccc([N+](=O)[O-])cc3C)o2)n[nH]1 | -3 | 3 | -3.7 | -2 | 1 | 11 | 0 | 1 | 1 | -2
Cc1cccc2nnc(-c3ccccc3)n12 | -2 | 2 | 0.0 | 0 | -6 | -7 | 1 | -3 | -3 | 8
O=c1cnnc(N/N=C/C2CC=CCC2)[nH]1 (centres undefined) | 6 | 9 | 2.0 | -10 | -1 | 2 | 2 | -3 | 7 | 3
Cc1csc(NC(=O)CSc2ccc([N+](=O)[O-])cn2)n1 | -1 | -2 | 1.6 | 3 | -4 | -16 | -3 | 2 | 6 | -10
O=C(NC1CCCCC1)N1CCN(Cc2ccco2)CC1 | -3 | 8 | -0.6 | 13 | -2 | 4 | 2 | 2 | -1 | 2
OCCC1CN(C2CCSCC2)CCN1C1CCCC1 (centres undefined) | -1 | 1 | -0.6 | 2 | 5 | -18 | 5 | -7 | 7 | -2
Cc1cccc(NC(=O)CCN2C(=O)c3cccc([N+](=O)[O-])c3C2=O)c1 | -5 | 3 | -1.1 | 3 | -2 | 0 | 1 | -3 | -1 | -3
O=C(Cn1c(=O)oc2ccccc21)N1CCN(S(=O)(=O)c2ccccc2)CC1 | 6 | 6 | 0.1 | -2 | 4 | 2 | 2 | -5 | 10 | -2
CNC(=O)N1c2ccccc2NC(=O)CC1C (centres undefined) | 12 | -1 | -0.7 | -3 | 1 | -1 | 1 | 3 | 1 | -1
CC(=O)c1c(C)cc(C)c(CSc2ccccn2)c1C | 4 | -6 | -1.2 | -1 | -3 | -15 | -1 | 3 | -1 | 6
COc1ccc(OCC(=O)Nc2ccc3c(c2)nc(CCN2CCCC2)n3C)cc1 | -1 | -7 | -1.2 | -2 | -3 | -4 | -1 | 1 | 1 | 1
O=C(CCSc1nnc(-c2ccncc2)o1)Nc1cccc(Cl)c1 | 4 | 3 | 0.5 | 1 | 1 | 12 | -2 | -1 | -7 | 6
Cc1cc(C)cc(NC(=O)CCNC(=O)c2ccc([N+](=O)[O-])cc2)c1 | 1 | 2 | -2.1 | 1 | -1 | -21 | 0 | 7 | -7 | -4

Three entries out of the list, arranged by molecular weight, highest first:
SMILES | HTRA1 inh | Tn7 DDE FP | PG9 binder | UHRF1 MBD2 ctr | ABHD4 inh | TDP2 absorb | PRMT1 FP inh | LEDGF integ inh | SIAE primary | TCR-CD3 inh
Cc1cc(C)cc(NC(=O)CCNC(=O)c2ccc([N+](=O)[O-])cc2)c1 | 1 | 2 | -2.1 | 1 | -1 | -21 | 0 | 7 | -7 | -4
OCCC1CN(C2CCSCC2)CCN1C1CCCC1 (centres undefined) | -1 | 1 | -0.6 | 2 | 5 | -18 | 5 | -7 | 7 | -2
O=c1cnnc(N/N=C/C2CC=CCC2)[nH]1 (centres undefined) | 6 | 9 | 2.0 | -10 | -1 | 2 | 2 | -3 | 7 | 3
